CCT chaperon mod – modulators of cytosolic chaperonin (CCT/TRiC) activity | purified chaperonin ATPase assay, HTRF ADP detection, 30 min | activity change, % (test concentration not listed), hits read low | 0.3% of 360,000 active | AID 651819; in the data active = activity change below about -30%; also: % is scaled to controls: 0 for no effect and ±100 for the full control effect
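ATPase activity: ADP formed was measured by HTRF Transcreener (665/615 nm ratio) after 30 min at 37 deg C with 10 uM ATP. Compounds screened at one 76 uM concentration against 40 or 20 nM TRiC in Tris pH 7.4/KCl/MgCl2/DTT buffer.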
HepG2 tox – kills HepG2 cells in TGF-b inhibitor counter-screen. 0.76% of 410,000 active. AID 588856. HepG2 CAGA-GFP viability, ATP luminescence, 18 h. Potency, µM (titrated, usually from 46.1 µM), without a hit: top-dose activity change, negative = cytotoxicity, actives largely listed as cytotoxic; also: potency is read from the fitted curve at half-maximal effect; some results filed as inactive show a strong effect at the top dose
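HepG2 CAGA-GFP cells (1000/well, DMEM with 1% FBS) received compound, then TGF-beta at 500 pg/mL final, and were incubated 18 hours at 37 degrees C. Viability was read by CellTiter-Glo luminescence. Media-only wells were set as complete cell-killing and DMSO as no toxicity.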
Nrf2 block – Nrf2 pathway inhibition | A549 ARE-Fluc reporter, luciferase luminescence, 18-24 h | Potency, µM (titrated, usually from 46 µM), for inactives: at the highest dose activity change, negative = inhibition, most hits filed as inhibitors | 2.1% of 360,000 active | AID 504444; also: potency is read from the fitted curve at half-maximal effect; % is scaled to controls: 0 for no effect and ±100 for the full control effect; nearly all actives have a fitted effect of over 60% in size
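Two sequential reads on A549 ARE_Fluc cells exposed to compound for 18-24 h: a CellTiter-Fluor fluorescence read for viability, then a luciferase luminescence read for Nrf2/ARE activity.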
S2 tox – cell viability loss in ATXN counter-screen | Potency, µM (top dose mostly 56.7 µM), hits mostly cytotoxic | AID 651635 | 0.49% of 400,000 active | S2 cells (HEK-293 line with an ATXN2-luciferase reporter) viability, CellTiter-Fluor protease fluorescence, 24 h; also: potency is read from the fitted curve at half-maximal effect; nearly all actives have a fitted effect of over 40% in size
pAkt inh – blocks phosphorylation of Akt | Neuro2A IGF-stimulated pAkt S473 HTRF, 20 min; active compounds read low | 0.32% of 360,000 active | activity change, % for hits at 50 µM; in the data active = activity change below about -80%; inconclusive = mostly about -51% to -80%; also: % is scaled to controls: 0 for no effect and ±100 for the full control effect
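Single-point screen (50 µM final compound) in Neuro2A cells stimulated 20 min with 6 nM IGF at 37 deg C. After lysis, Ser473-phosphorylated Akt read by HTRF (ex 330 nm, em 615/665 nm) as the 665/615 ratio.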
A549 viability – counter-screen for Nrf2 inhibitors: cytotoxicity in A549 cells; A549 ARE-Fluc cells, CellTiter-Fluor viability, 18-24 h; Potency, µM (highest dose often 46 µM), without a hit: top-dose activity change, negative = cytotoxicity, actives largely listed as inhibitors; 0.16% of 390,000 active; also: potency is read from the fitted curve at half-maximal effect; % is scaled to controls: 0 for no effect and ±100 for the full control effect
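Cytotoxicity counterscreen: CellTiter-Fluor fluorescence was measured in A549 ARE_Fluc cells after 18-24 h of compound exposure in a concentration series. The subsequent BugLite luminescent read reports ARE-luciferase activity.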
MmCpn inh – inhibitors of Methanococcus maripaludis chaperonin (MmCpn); purified Mm-Cpn ATPase, ADP Transcreener TR-FRET; Potency, µM (top dose mostly 76.9 µM), for inactives: at the top dose activity, negative = inhibition, actives largely listed as inhibitors; 0.031% of 330,000 active; AID 504842; also: potency is read from the fitted curve at half-maximal effect; % is scaled to controls: 0 for no effect and ±100 for the full control effect; nearly all actives have a fitted effect of over 80% in size
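ATP (10 uM final) was added to archaeal chaperonin (25 nM final) after 10 min exposure to test compound at 37°C; after 30 min further incubation, ADP was detected by competitive TR-FRET.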
TGFb SMAD3 inh – inhibitors of TGF-b signaling; HepG2 CAGA-GFP TGF-b/SMAD3 reporter, GFP fluorescence, 18 h; TGF-beta stimulated, 500 pg/mL final; Potency, µM (highest dose often 46.1 µM), for inactives: at the highest dose activity, negative = inhibition, most hits filed as inhibitors; 1.2% of 410,000 active; AID 588855; also: potency is read from the fitted curve at half-maximal effect; % is scaled to controls: 0 for no effect and ±100 for the full control effect; nearly all actives have a fitted effect of over 65% in size
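Per well, imaged GFP fluorescence of HEPG2 CAGA-GFP cells gives the signal; cells get compound, then TGF-beta (500 pg/mL final), 18 h at 37 degrees C; %Activity versus -TGF-beta and +DMSO controls.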
Nrf2 activator – Nrf2 pathway activation; Potency, µM (highest dose often 46.1 µM), without a hit: at the top dose activation, usual class: activators; AID 624171; AREc32 ARE-luciferase reporter (MCF7-derived line), luminescence, 24 h; 0.31% of 410,000 active; also: potency is read from the fitted curve at half-maximal effect; % of control where 0% means no effect; nearly all actives have a fitted effect of over 65% in size
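AREc32_Fluc, 1000 cells/well, OPTI-MEM + 5% FBS, o/n 37 deg C 5% CO2; 23 nL cpd by pin tool, 24 hr; Steady-Glo 30 min RT, luminescence.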
* hit, by the source's call; i = inactive; ? = inconclusive; . = not tested or not shown; & = joins results of further samples; [ ] = another dose, or the depositor's remark. Unless noted, calls follow the shape of the dose curve; as a rule, active = well fitted curve in the direction sought with a large enough effect; inconclusive = small, poorly fitted or top-dose-only effect, or another doubt; inactive = no such curve, though single readings can be large; an effect the other way counts as inactive or inconclusive.

item	SMILES	CCT chaperon mod	HepG2 tox	Nrf2 block	S2 tox	pAkt inh	A549 viability	MmCpn inh	TGFb SMAD3 inh	Nrf2 activator
1	CCCCC1=CC2=CC(=O)C(C)(OC(=O)CC)C(=O)C2=CN1Cc1ccc2c(c1)OCO2 (stereo not drawn)	-5.9	0%	-8%	?	i	-15%	-2%	-3%	3.1%
2	COc1cccc(CNC(=O)C(Cc2ccccc2)n2cccc2)c1 (stereo not drawn)	-3.2	-4%	-11%	i	i	5%	-1%	-13%	-0.7%
3	Cc1cc(C)c(NC(=O)CSc2ccc3nnc(CCNC(=O)c4ccccc4)n3n2)c(C)c1	-1.3	-3%	2%	i	i	2%	1%	-16%	-0.6%
4	CC(C)(C)NC(=O)C1CC1(c1ccccc1)c1ccccc1 (stereo not drawn)	-0.8	-22%	?	i	i	-11%	0%	1%	-0.3%
5	COc1cccc(NC(=O)CSc2nc3ccccc3nc2N2CCOCC2)c1	-0.6	-16%&-1%	-28%&-18%	i	i	-1%&-16%	?	4%&7%	-0.7%&3.2%
6	CC(C)CCNC(=O)C(c1ccco1)N(Cc1cccs1)C(=O)Cn1nnc2ccccc21 (stereo not drawn)	-5.0	18%	-11%	i	i	-3%	1%	7.1µM*	-0.4%
7	CCOc1ccc(N2C(=O)/C(=C/c3ccco3)N(C)C2=S)cc1	-1.5	-8%	-15%	i	i	-1%	-1%	-9%	17%[9.22 µM]
8	CCOc1ccc(C(=S)N2CCCC2)cc1OCC	0.6	2%	2%	i	i	-7%	-2%	0%	-1.0%
9	COc1cc(/C=N/NC(=O)Cc2ccccc2)ccc1Oc1ccc([N+](=O)[O-])cc1[N+](=O)[O-]	1.0	-19%	?	i	i	-11%	0%	-2%	-0.5%
10	CC(=O)c1c(C)[nH]c(C(=O)NNC(=O)c2ccc(Br)cc2)c1C	-1.4	-31%	-50%	i	i	0%	-1%	13%	4.4%
11	c1coc(-c2nc(-c3ccncc3)no2)c1	-1.9	-37%	19%	i	i	11%	-3%	0%	7.9%
12	O=C(Nc1ccccn1)C1CCCN(c2ncnc3c2nc2n3CCCCC2)C1 (stereo not drawn)	0.4	-18%	-11%	i	i	-7%	0%	-12%	0.1%
13	Cc1cc(Cl)c(C)c(S(=O)(=O)N2CCN(CC(=O)N3CCOCC3)CC2)c1Cl	-3.6	-35%	-2%	i	i	2%	-4%	-4%	0.0%
14	CCCCCCCCCSc1n[nH]c(N)n1	-0.9	8%	6%	i	i	-4%	-2%	?	-0.7%
15	COc1ccccc1NC(=O)C1CCCN(c2nc(C)cc(C)n2)C1 (stereo not drawn)	1.2	-27%	-11%	i	i	-2%	0%	-2%	-0.1%
16	Cc1c2cnn(-c3ccccc3)c(=O)c2c(C)n1CC(=O)NCc1ccccc1	.	-4%	1%	i	.	1%	.	?	0.8%
17	CCOc1ccc(NC(=O)N2CCC(n3nnc4cc(C)ccc43)CC2)cc1	0.6	-1%	?	i	i	1%	1%	-8%	0.3%
18	CCn1c(CNC(=O)C(C)(C)C)nc2ccccc21	-1.4	-28%	19%	i	i	18%	1%	-7%	-0.5%
19	COc1ccc(NC(C)=O)cc1NC(=O)CN1CCN(c2ccccn2)CC1	-1.5	-1%	-3%	i	i	1%	0%	-3%	0.6%
20	COc1ccccc1OCc1ccc(C(=O)NCCN(C)C)o1	-0.3	2%	-3%	i	i	-3%	-2%	8%	0.7%
21	O=c1c2[nH]c3ccc(F)cc3c2ncn1CCC1=CCCCC1	0.4	-5%	5%	i	i	1%	-1%	-2%	0.5%
22	CN(C)C(=O)C(=O)c1cccn1-c1ccccc1C#N	-3.3	17%	10%	i	i	4%	-8%	11%	-0.4%
23	O=c1c2c3n(c(=S)nc2[nH]n1-c1ccccc1)CCCCC3	-0.7	1%	-26%	?	i	-5%	-1%	-16%	-0.9%
24	Cc1cccc(-c2nc(S(=O)(=O)c3ccccc3)c(N3CCN(c4ccccc4)CC3)o2)c1	.	0%	2%	.	.	0%	.	1%	0.2%
25	COC(=O)[C@@H]1C[C@@]2(O)[C@@H](O)[C@@H](O)[C@@H](O)C[C@H]2N1CC(c1ccccc1)c1ccccc1	-2.3	-4%	2%	i	i	5%	2%	12%	-0.7%

Taken from above:
Reading of no. 6 under MmCpn inh: 1%
Reading of no. 7 under Nrf2 block: -15%

Back to the main list with the 2 entries that preceded the break.
item	SMILES	CCT chaperon mod	HepG2 tox	Nrf2 block	S2 tox	pAkt inh	A549 viability	MmCpn inh	TGFb SMAD3 inh	Nrf2 activator
24	Cc1cccc(-c2nc(S(=O)(=O)c3ccccc3)c(N3CCN(c4ccccc4)CC3)o2)c1	.	0%	2%	.	.	0%	.	1%	0.2%
25	COC(=O)[C@@H]1C[C@@]2(O)[C@@H](O)[C@@H](O)[C@@H](O)C[C@H]2N1CC(c1ccccc1)c1ccccc1	-2.3	-4%	2%	i	i	5%	2%	12%	-0.7%
26	CCOc1ncccc1C(=O)Nc1ccc(C(=O)Nc2ccc(OC)cc2)cc1	0.5	13%	8.2µM*	?	i	-15%	-2%	0%	-0.6%
27	O=C(NCCCN1CCC(Cc2ccccc2)CC1)c1ccc2nc(N3CCOCC3)sc2c1	-1.0	-48%	11%	i	i	-21%	0%	?	2.3%
28	N#Cc1ccccc1S(=O)(=O)Nc1ccc2c(c1)C(=O)OC2	0.4	-1%	-5%	i	i	-9%	1%	5%	-0.3%
29	CCc1nnc(NS(=O)(=O)c2ccc(NC(=O)c3cccc(OC)c3)cc2)s1	0.7	9%	1%	i	i	1%	4%	11%	-0.4%
30	COc1ccc(N2CCN(C(=O)Cn3nnc(-c4ccccc4N)n3)CC2)cc1	1.8	-22%	-8%	i	i	5%	0%	-29%	-0.1%
31	Cc1ccc(C)c(NC(=O)CCC(=O)NNC(=O)C(c2ccccc2)c2ccccc2)c1	0.1	1%	8%	i	i	0%	1%	1%	-0.5%
32	CN(C(=O)COC(=O)CCCN1C(=O)c2cccc3cccc(c23)C1=O)C1CCS(=O)(=O)C1 (stereo not drawn)	-3.0	-3%	0%	i	i	-2%	1%	-20%	-0.4%
33	O=C1CC(/C=C/c2ccc([N+](=O)[O-])cc2)=Nc2ccccc2N1	-1.2	-7%	-9%	i	i	-11%	0%	-1%	0.9%
34	Cc1ccc(OCC(=O)Nc2cc3nn(-c4ccccc4)nc3cc2C)cc1	.	0%	12%	i	.	0%	.	9%	0.5%
35	Cc1cccc(S(=O)(=O)c2cn(C)c3cc(N4CCN(c5ccccc5)CC4)c(F)cc3c2=O)c1	.	0%	?	.	.	1%	.	-9%	-0.1%
36	Cn1cnnc1SCC(=O)N/N=C/c1ccc(OCC(N)=O)cc1	-2.4	-2%	-13%	i	i	1%	-1%	19%	-0.5%
37	CCC(=O)N1N=C(c2ccccc2)CC1c1ccc([N+](=O)[O-])cc1 (stereo not drawn)	-0.2	-2%	6%	i	i	-4%	1%	?	-0.5%
38	COc1ccc(NC(=O)C2CCCN(S(=O)(=O)c3c(C)[nH]c(=O)[nH]c3=O)C2)c(OC)c1 (stereo not drawn)	.	-9%	4%	i	.	0%	.	-24%	-0.1%
39	Cc1ccc(O)c(Nc2nc(-c3ccccc3)nc3ccccc23)c1	-4.5	0%	-14%	i	i	10%	-1%	12%	0.4%
40	Cc1cc(C(=O)N2CCN(Cc3ccccc3)CC2)ccc1[N+](=O)[O-]	0.0	-5%	13%	i	i	4%	2%	-11%	0.3%
41	O=C(NC1CCCCC1)C(c1ccccn1)N(C(=O)c1csnn1)C1CC1 (stereo not drawn)	0.3	0%	?	i	i	-4%	-4%	6%	-0.1%
42	O=C(CSc1nnc(COc2ccc(F)cc2)o1)N1c2ccccc2CCc2ccccc21	2.1	8%	?	i	i	-16%	0%	?	0.2%
43	Cc1ccc(NS(=O)(=O)c2ccc(Cl)nc2)c(C)c1	-2.0	-1%	5%	i	i	0%	1%	27%	2.4%
44	COC(=O)c1c(NC(=O)CCl)sc(C(=O)N2CCOCC2)c1C	-0.6	-5%	-26%	?	i	-3%	3%	0%	?
45	O=C(Nc1c(C(=O)N2CCN(c3ccccn3)CC2)oc2ccccc12)c1cccc([N+](=O)[O-])c1	0.9	-5%	?	i	i	0%	-3%	10%	0.0%
46	COc1ccc(Cn2ccnc2SCC(=O)Nc2ccc3c(c2)OCCO3)cc1	.	-3%	.	.	.	2%	.	-3%	4.0%
47	CC1(C)Cc2c(cnn2-c2ccc(F)cc2)C(NC(=O)CN2CCCC2=O)C1 (stereo not drawn)	1.0	-33%	4%	i	i	-6%	-1%	-1%	-0.2%
48	O=C(O)CCSc1nc2ccccc2c(=O)[nH]1	-1.3	-2%	0%	i	i	-2%	-1%	2%	-0.6%
49	O=C(c1ccc(=O)[nH]n1)N1CCN(S(=O)(=O)c2ccc3ccccc3c2)CC1	-2.2	-27%	-19%	i	i	0%	4%	-18%	1.9%
50	COc1ccc(/C=N/Nc2ncc(C(F)(F)F)cc2Cl)cc1OC	0.2	-32%	-23%	i	i	4%	-1%	?	6.1%
51	O=C(COC(=O)C1COc2ccccc2O1)Nc1ccccc1OC(F)F (stereo not drawn)	-0.3	-16%	10%	i	i	5%	0%	-4%	-0.5%
52	CC(CN(C)C)CN1c2ccccc2Sc2ccccc21 (stereo not drawn)	-1.2	-29%	-5%	?	i	-7%	-12%	10%	3.5%
53	CCOc1ccc(-n2c(-c3ccccc3)c(C)n3c4c(=O)n(C)c(=O)n(C)c4nc23)cc1	.	2%	-4%	i	.	-6%	.	23%	-1.4%
